SENP7 inh = SENP7 protease inhibition; 1.5% of 330,000 active; AID 434973; recombinant SENP7, Z-RLRGG-aminoluciferin luminescence, 40 min; Q9BQF6; inhibition, % at 5 µM;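 active = inhibition above about 50% at the single test dose, limit read from the data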;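 also: plate controls were DMSO with enzyme for no effect and no enzyme buffer wells for full effect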
Target sequence (Q9BQF6 706-1050 limits assumed): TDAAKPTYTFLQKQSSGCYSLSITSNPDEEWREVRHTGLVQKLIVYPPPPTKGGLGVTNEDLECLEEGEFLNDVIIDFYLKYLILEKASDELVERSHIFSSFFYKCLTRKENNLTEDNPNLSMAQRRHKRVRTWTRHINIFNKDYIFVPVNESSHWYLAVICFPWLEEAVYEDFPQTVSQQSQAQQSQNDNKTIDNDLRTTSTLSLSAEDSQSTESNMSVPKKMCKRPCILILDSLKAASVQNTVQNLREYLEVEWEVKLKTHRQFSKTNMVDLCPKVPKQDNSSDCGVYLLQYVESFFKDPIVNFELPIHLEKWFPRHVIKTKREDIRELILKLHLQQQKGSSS
PfGluPho inh = PfG6PD (Plasmodium falciparum) enzyme inhibition. PfGluPho enzyme, NADPH resazurin-diaphorase fluorescence. inhibition, % at 20 µM. 0.78% of 350,000 active. AID 504690;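 active = inhibition reaching at least a set limit at 20 µM in the primary screen, cut at about 59% in these data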;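 also: 0% = DMSO wells with substrate and 100% = DMSO wells lacking glucose-6-phosphate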
SENP8 block-1 = blocks human SENP8 cleavage of Nedd8 substrate | 0.64% of 360,000 active | inhibition, % at 20 µM | Q96LD8 | AID 602440 | recombinant SENP8, Nedd8 substrate fluorescence; in the data active = inhibition mostly above about 40%, no sharp cut-off; inactive = mostly below about 27%
SENP6 block = SENP6 protease inhibition; Recombinant SENP6 catalytic domain, aminoluciferin luminescence; inhibition, % at 10 µM; Q9GZR1; 1.8% of 330,000 active;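 active = inhibition above about 50% at the single tested dose, limit read from the data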;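 also: plate controls were DMSO wells with enzyme for no effect and DMSO wells lacking enzyme for full effect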
SENP8 block-2 = blocks the human protease SENP8 | Q96LD8 | purified SENP8, Z-RLRGG-aminoluciferin cleavage, luminescence | inhibition, % at 10 µM | 1.2% of 330,000 active | AID 2540; in the data active = inhibition above about 50%
NLRP3 yeast inh = NALP3 inhibition in yeast | 0.39% of 330,000 active | Yeast reconstituted NLRP3/ASC/caspase-1, beta-gal luminescence, 24 h | AID 2825 | inhibition, % at 10 µM;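 active = inhibition of 50% or more; inactive = inhibition below 50%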;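 also: plate controls were induced DMSO wells for no effect and uninduced yeast grown without galactose for full effect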
SENP1 FRET inh = SENP1 (human) catalytic domain inhibition; Q9P0U3; recombinant SENP1 catalytic domain, CyPet-SUMO1-YPet FRET cleavage; inhibition, % at 10 µM; 0.21% of 360,000 active;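 active = inhibition at least 30% at 10 µM, raw YFP signal under a set limit, fluorescence ratio 0.5 to 1.5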;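 also: 0% = enzyme with DMSO and 100% = no enzyme wells; some results filed as inactive read as strong as hits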
Target sequence (Q9P0U3 419-644 limits assumed): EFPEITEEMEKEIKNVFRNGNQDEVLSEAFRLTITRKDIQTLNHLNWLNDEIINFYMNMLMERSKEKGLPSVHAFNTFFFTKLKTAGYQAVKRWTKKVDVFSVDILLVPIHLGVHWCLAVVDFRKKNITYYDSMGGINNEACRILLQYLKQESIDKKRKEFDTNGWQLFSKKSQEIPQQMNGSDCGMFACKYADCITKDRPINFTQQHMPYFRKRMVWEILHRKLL
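Test system: hSENP1 catalytic domain, recombinant; Amount: 20 pM final SENP1 enzyme; Medium: Tris pH 8 buffer plus EDTA, NaCl, BME, BSA, NP40, catalase; Schedule: 50 min enzyme reaction, room temperature, light-protected; Technique: FRET fluorescence in CFP and YFP emission channels; Controls: no-enzyme wells low, DMSO-plus-enzyme wells high control.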
HKDC1 inh = inhibitors of human hexokinase HKDC1; Q2TB90; recombinant HKDC1, G6PDH/diaphorase resazurin coupled fluorescence; inhibition, % at 20 µM; 0.16% of 340,000 active; AID 493160;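 active = inhibition above about 35% when tested at 20 µM, limit read from the data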;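 also: plate controls were DMSO wells with enzyme for no effect and DMSO wells lacking enzyme for full effect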
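Material – in-house recombinant HK5 (HKDC1) enzyme · Quantity – HKDC1 at 5 µg/mL · Buffer or medium – pH 8.0 Tris buffer with 10 mM MgCl2 · Reagent – glucose with 1 mM ATP · Dosing – single 20 µM dose · Times – reaction time 90 min, room temperature, protected from light · Technique – resorufin fluorescence at 613 nm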
Apaf-1 inh = inhibitors of human Apaf-1 apoptosome; reconstituted apoptosome caspase-3 activity, DEVD-Rh110 fluorescence; inhibition, % at 20 µM; 0.71% of 330,000 active; AID 489030; active = inhibition of at least 40% at 20 µM;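 also: plate controls were DMSO wells for no effect and DEVD-CHO caspase inhibitor wells for full effect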
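Assay system: Apoptosome proteins | Medium: pH 7.5 Hepes buffer with CHAPS, BSA, DTT | Also added: Cytochrome c and DEVD-Rh110 substrate | Times: 30 min plus 50 min, RT | Detection: Rhodamine 110 fluorescence at Ex 480/Em 540 nm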
* marks the source's active call; other numbers are inactive results; x = not tested or not shown.

Values in the order: SENP7 inh	PfGluPho inh	SENP8 block-1	SENP6 block	SENP8 block-2	NLRP3 yeast inh	SENP1 FRET inh	HKDC1 inh	Apaf-1 inh
#1 CCOC1(OCC)N=C(N)C2(C#N)C(c3cccc(C)c3)C12C#N (stereo not given)
    6	-4	37	1	2	-6	1	2	-3
#2 Cc1ccccc1-c1nc(CS(=O)(=O)CC(=O)NCc2ccc3c(c2)OCO3)c(C)o1
    3	-12	-3	10	6	-3	0	2	-3
#3 CN(C)c1ccc(SC#N)cc1
    -7	2	17	-16	7	-4	3	-7	-7
#4 COc1cccc(Nc2nc(NCC3CCCO3)c3ccccc3n2)c1 (stereo not given)
    2	22	-261	4	-2	30	-4	-1	33
#5 O=[N+]([O-])c1ccc(O)c(N=Cc2sc3ccccc3c2O)c1
    x	42	-108	x	x	x	-48	-2	x
#6 CCOc1ccccc1CNC(=O)c1c([N+](=O)[O-])c(C)nn1C
    1	-8	17	-5	3	-8	0	-6	-1
#7 Cn1c(N)c(N=Nc2ccc(S(N)(=O)=O)cc2)c(=O)n(C)c1=O
    4	-2	16	15	1	3	0	-1	5
#8 COC(=O)[C@]1(C)N[C@H](CN(C)C(=O)COc2ccccc2)[C@@H]2C(=O)N(C)C(=O)[C@@H]21
    5	-16	9	0	-1	4	1	9	2
#9 O=C(O)c1ccc(COc2ccccc2C=C2C(=O)c3ccccc3C2=O)cc1
    4	-8	24	-11	-3	-7	-1	12	12
#10 Cc1ccc(C(=O)Nc2ccccc2C(=O)O)cc1S(=O)(=O)Nc1ccccc1
    0	-1	6	62*	33	18	-3	2	-9
#11 Cc1ccc(CN2CCCN(C)CC2)c(C)c1
    -5	10	8	15	1	17	0	-5	-14
#12 O=C(NNC(=O)c1ccc([N+](=O)[O-])cc1)c1ccncc1
    0	-11	18	-3	-9	-2	2	-2	0
#13 CC(C)CC(=O)OC1C(N2CCOCC2)c2c(ccc(/C=C/C(=O)N3CCOCC3)c2O)OC1(C)C (stereo not given)
    5	-2	-287	0	2	11	-27	-7	10
#14 O=C(NCC(=O)N1CCCC1C(=O)O)OC1CCCCC1 (stereo not given)
    -2	-10	26	14	-2	7	1	-8	2
#15 O=C1c2ccccc2C(=O)N1CCc1nc2ccccc2c(=O)n1Cc1ccco1
    15	-4	8	-20	-10	9	0	1	21
#16 O=C(O)c1ccc(N=Nc2c(O)[nH]c3cc(Cl)ccc23)cc1
    97*	8	37	97*	95*	19	-36	5	-10
#17 CN(/N=C/c1cc(Br)cc(Br)c1O)c1ccccc1
    6	18	18	19	-12	20	-16	-5	12
#18 Cc1ccc(OCC(=O)OCC(=O)NC2CCCC2)cc1C
    -3	4	17	4	-11	8	4	-3	19
#19 Cc1nc(N)nc(SCc2ccc([N+](=O)[O-])cc2)c1N
    4	7	-25	0	-3	17	-13	-1	2
#20 COc1ccc(NC(=O)CN2CCC(NC(=O)C3CCCCC3)CC2)c([N+](=O)[O-])c1
    -1	-16	15	-14	-6	19	-38	-8	-8
#21 CCCCCC1=C(C(=O)OC)C(C(=O)OCC)N(S(=O)(=O)C(F)(F)F)c2ccccc21 (stereo not given)
    4	28	9	x	x	x	1	0	20
#22 CCc1ccc(/C=C2\C(=N)N3N=C(CC(=O)N4CCCCC4)SC3=NC2=O)cc1
    4	-25	9	4	-3	6	-5	4	1
#23 CN(C)CCN(C(=O)c1cccc(Cl)c1)c1nc2c(Cl)cccc2s1
    9	11	9	-26	-4	18	3	9	-1
#24 Cc1nc2cc(NC(=O)NC3CC3)ccc2n1C
    -8	-7	19	-3	-6	-2	0	-5	-10
#25 COc1ccc(CNC(=O)C(C)Sc2nc3ccccc3c(=O)n2CC2CCCO2)cc1 (stereo not given)
    3	-5	5	-5	-2	12	-1	-2	-5
#26 O=[N+]([O-])c1ccccc1S(=O)(=O)NCCC1=CCCCC1
    0	-1	17	6	5	15	1	-2	9
#27 COc1ccc(CN2CCN(Cc3cc(=O)oc4cc(C)ccc34)CC2)c(OC)c1OC
    -9	17	10	-1	0	8	-2	-2	6
#28 CNc1c(NS(=O)(=O)c2ccc(C(C)(C)C)cc2)c(=O)oc2ccccc12
    -2	-14	-136	12	-3	8	0	-5	-2

Profiles as entered above. Screens in order: SENP7 inh | PfGluPho inh | SENP8 block-1 | SENP6 block | SENP8 block-2 | NLRP3 yeast inh | SENP1 FRET inh | HKDC1 inh | Apaf-1 inh
`CNc1c(NS(=O)(=O)c2ccc(C(C)(C)C)cc2)c(=O)oc2ccccc12` in the list: -2 | -14 | -136 | 12 | -3 | 8 | 0 | -5 | -2
`CCCCCC1=C(C(=O)OC)C(C(=O)OCC)N(S(=O)(=O)C(F)(F)F)c2ccccc21` (stereo not given) in the list: 4 | 28 | 9 | x | x | x | 1 | 0 | 20
`O=C(NCC(=O)N1CCCC1C(=O)O)OC1CCCCC1` (stereo not given) in the list: -2 | -10 | 26 | 14 | -2 | 7 | 1 | -8 | 2
`Cc1ccc(CN2CCCN(C)CC2)c(C)c1` in the list: -5 | 10 | 8 | 15 | 1 | 17 | 0 | -5 | -14
`Cc1ccc(C(=O)Nc2ccccc2C(=O)O)cc1S(=O)(=O)Nc1ccccc1` in the list: 0 | -1 | 6 | 62* | 33 | 18 | -3 | 2 | -9
